From PubChem
E-sel TNF inh = TNF alpha driven E-selectin expression inhibition; inhibition, % at 2 µM; 0.71% of 120,000 active; HUVEC TNFa-induced E-selectin immunofluorescence, high content; AID 1246;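 active means inhibition above the batch mean plus 3 SD, and confirmed as a hit on visual image review, cut at about 43% in these data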;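 further: 0% = TNF-stimulated DMSO wells and 100% = unstimulated control wells; not every result past the cut was called active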
* hit, by the source's call. An excerpt (hit frequency here may not be typical).

Structure	E-sel TNF inh
O=C(NNC(=S)NC(=O)c1cccs1)c1cccnc1	2.0
CCOC(=O)c1cnc2ccc(C(=O)OC)cc2c1Nc1ccc(C(=O)O)cc1	4.2
C/C(=N\Nc1ccc([N+](=O)[O-])cc1)c1ccc(O)cc1	-24.9
CC1(C2CC2)NC(=O)N(CC(=O)Nc2ccccc2-c2ccccc2)C1=O (centres undefined)	-6.3
COc1ccc(-c2cnc3nc(/N=C/N(C)C)nn3c2/N=C/N(C)C)cc1	-4.0
Cc1cc2nc3c(=O)[nH]c(=O)[nH]c3nc2c([N+](=O)[O-])c1N	-11.9
C=CCNS(=O)(=O)c1ccc2c(c1)n(C)c(=O)n2C	-25.8
CCNC(=O)/C(=C/c1cccc([N+](=O)[O-])c1)NC(=O)c1ccc(C)cc1	-31.0
O=c1c([N+](=O)[O-])c(N2CCOCC2)c2ccccc2n1Cc1ccccc1	-10.3
CN(C)CCOC(=O)CC12CC3CC(C1)CC(CC(=O)OCCN(C)C)(C3)C2	17.7
Cc1ccc(CC(=O)Nc2ccncc2)cc1	2.2
COc1cc(NC(=O)c2cnn3c(C(F)F)cc(C4CC4)nc23)c(OC)cc1Cl	-23.9
COc1cccc(/C=N/NC(=O)C(=O)N/N=C/c2cccc(OC)c2O)c1O	-22.0
COc1cnc(-c2ccccc2)[nH]c1=O	4.6
COc1ccc2cc(C(c3nnnn3C3CCCC3)N3CCOCC3)c3nnnn3c2c1 (centres undefined)	-2.8
CC1CCCC(C)N1/N=C/C=C/c1ccccc1[N+](=O)[O-] (centres undefined)	43.9
Cc1ncc(CN2CCN(CCC(C)C)C(CCO)C2)s1 (centres undefined)	-21.0
COc1ccc2c(c1)Cc1sc(NC(=O)c3cccnc3)nc1-2	0.3
COc1cc(C(=O)OCC(=O)Nc2sccc2C(N)=O)cc(OC)c1OC	-30.1
COc1ccc(CC(=O)Nc2cccc3ncccc23)cc1OC	30.0
CCCCCC(=O)NNC(=S)NC(=O)c1ccccc1[N+](=O)[O-]	-0.7
COc1cccc2cc(C(C)N(CCCN3CCOCC3)C(=S)Nc3cc(C)ccc3C)oc12 (centres undefined)	-15.3
Cc1nc(-c2ccccc2)sc1-c1ccnn1C	-11.9
O=C(O)COc1ccccc1/C=N/Nc1ccc(S(=O)(=O)N2CCOCC2)cc1[N+](=O)[O-]	-31.8
COCCCNc1c2c(nc3nnnn13)CCCC2	-5.5
O=C(NCc1cccnc1)C(=O)Nc1ccc2c(c1)OCO2	-18.2
COCCn1c(SCC(=O)Nc2ccccc2)nc2c(oc3ccccc32)c1=O	-12.1
COc1ccc2c(c1)CC/C2=N\OC(=O)c1ccccc1C	13.0
COc1cc(CN2CCCC(CO)(Cc3ccccc3C)C2)cc2c1OCO2 (centres undefined)	8.6
COc1ccccc1NS(=O)(=O)c1ccc(O)c(C(=O)OCc2cccc([N+](=O)[O-])c2)c1	16.5
COc1ccc(CCNC(=O)C2CCC(=O)N2CCc2ccccc2)cc1OC (centres undefined)	-10.4
N#CCCn1cc(/C=N/NC(N)=S)c(-c2ccccc2)n1	-6.6
CCCn1ncc(CN2CCC(N3CCC(C(=O)N4CCOCC4)CC3)CC2)c1C	-13.3
COc1ccc(CCN2C(=O)/C(=C\c3ccco3)SC2=S)cc1OC	-1.9
COc1cc(CC(=O)OCC(=O)N2CC(=O)Nc3ccccc32)cc(OC)c1OC	-30.9
O=C1COc2ccc(S(=O)(=O)Nc3ccc4c(c3)OCO4)cc2N1	-14.4
CCCCn1c(=O)[nH]c(=O)c2c1nc(-c1ccc(C(F)(F)F)cc1)n2C	-15.2
COc1cccc(OC)c1C(=O)Nc1cccc(-c2nc3ccccc3[nH]2)c1	-10.9
Cc1cc(N2CCN(C)CC2)nc2ccc(NC(=S)N3CCOCC3)cc12	19.6
COc1ccccc1CCc1nnc(CCC(=O)N(C)Cc2ccncc2C)o1	-19.5
CC1=C(C(=O)N2CCOCC2)C(c2ccccc2F)NC(=O)N1 (centres undefined)	-19.2
CCN(C(=O)Cn1cnc2cc([N+](=O)[O-])ccc2c1=O)C1CCS(=O)(=O)C1 (centres undefined)	-3.8
O=C(CSc1ccccc1)NN1C(=O)c2ccccc2C1=O	-11.5
Cc1ccc(OCCCCn2c(CO)nc3ccccc32)cc1	-5.1
O=C(Nc1cccc(Cl)c1)Nc1nc(-c2ccccc2)cs1	22.9
Cc1cccc(-n2c(SCC(=O)O)nc3sc4c(c3c2=O)CCCC4)c1	-14.4
Cc1[nH]c2ccccc2c1CCN(Cc1cccs1)C(=S)NC(C)(C)C	-32.4
C=CCNc1nc(Cl)nc(Nc2ccc([N+](=O)[O-])cc2)n1	-18.0

Some of the entries so far, with values ahead of the structure:
E-sel TNF inh | smiles
-11.5 | O=C(CSc1ccccc1)NN1C(=O)c2ccccc2C1=O
-5.1 | Cc1ccc(OCCCCn2c(CO)nc3ccccc32)cc1
22.9 | O=C(Nc1cccc(Cl)c1)Nc1nc(-c2ccccc2)cs1
-14.4 | Cc1cccc(-n2c(SCC(=O)O)nc3sc4c(c3c2=O)CCCC4)c1
-32.4 | Cc1[nH]c2ccccc2c1CCN(Cc1cccs1)C(=S)NC(C)(C)C
-18.0 | C=CCNc1nc(Cl)nc(Nc2ccc([N+](=O)[O-])cc2)n1

Additional results follow:
SMILES | E-sel TNF inh
Cc1ccc(Cl)cc1NC(=O)C1CCN(S(C)(=O)=O)CC1 | -39.4
COCCNC(=O)c1cc2nc(-c3ccc(F)cc3)cc(C(F)(F)F)n2n1 | -1.6
COc1ccc(-c2csc(NC(=O)/C(N=Nc3ccccc3)=C(\C)O)n2)cc1 | 5.7
O=C(CSc1nc(-c2ccccc2)c(-c2ccccc2)[nH]1)NCC1CCCO1 (centres undefined) | -20.8
O=C(CSc1ncccc1C(=O)O)c1cccc(C(F)(F)F)c1 | 9.0
COc1ccc(CONc2ncnc3nonc23)cc1[N+](=O)[O-] | -13.7
COc1ccc(C(=O)Nc2cccc(S(C)(=O)=O)c2)cc1OC | 0.8
CCOC(=O)C1=C(C)N(C)C(=S)NC1c1cc(OC)ccc1OC (centres undefined) | -8.1
O=C(/C=C/c1ccccc1)Oc1ccc(C(=S)N2CCOCC2)cc1 | -2.3
Cc1ccc(N2CCN(C(=O)N3CCOCC3)CC2)cc1C | 14.8
Cc1ccc(N2C(=O)Nc3cc(Cl)c(Cl)cc3N2O)cc1Cl | -13.6
COc1ccc(CCN(C)C(=O)CSc2ncnc3sccc23)cc1OC | 12.1
CCOc1cc(C(=O)OCC(=O)c2cc(C)n(CC3CCCO3)c2C)ccc1OCC(=O)N1CCOCC1 (centres undefined) | -15.7
Cc1c(C(=O)O)oc2c1C(=O)CC(C)(C)C2 | -24.0
CCOC(=O)Cc1csc(NC(=O)/C=C/c2cccc(Br)c2)n1 | -13.2
CCOc1ccc(NC(=O)C2Cc3ccccc3CN2S(=O)(=O)CC)cc1 (centres undefined) | 0.6
COc1ccc(C2=NN(C(=O)CSc3nnc(C)c(=O)n3N)C(c3ccco3)C2)cc1 (centres undefined) | -17.9
Cc1ccc2c(ccc(=S)n2C)c1 | -16.1
O=C(Nc1cc(S(=O)(=O)N2CCOCC2)ccc1N1CCOCC1)c1cc(=O)[nH]c2ccccc12 | 29.6
CC(=O)Nc1ccc(NC(=O)CSc2nnc(CNc3ccc(F)cc3)n2CC2CCCO2)cc1 (centres undefined) | -27.0
CC(=O)c1ccc(N2CCN(C(=O)Nc3ccc(F)cc3F)CC2)cc1 | -26.5
COc1ccc(Br)cc1CN(C)CC(=O)NCCc1ccccc1 | -19.1
COc1ccc(-n2c(=O)/c(=C\c3cccs3)s/c2=C(/C#N)C(=O)N2CCN(C)CC2)cc1 | -38.8
C[C@@H](C(=O)OCn1nnc2ccccc2c1=O)N1C(=O)C2CCCCC2C1=O (some centres undefined) | -11.0
CN(C)c1ccc(/C=N/NC(=O)c2sccc2-n2cccc2)cc1 | -3.4
CN(CC(=O)Nc1ccc(S(N)(=O)=O)cc1)Cc1ccccc1F | 6.6
CC(=O)Nc1ccc(C(O)(C(F)(F)F)C(F)(F)F)cc1 | -11.3
COc1c2ccoc2nc2c(OC)c(O)ccc12 | -9.2
NNC(=O)c1cc2c(N3CCC(Cc4ccccc4)CC3)ncnc2s1 | -55.7
CCc1ccccc1NC(=S)N(CCN1CCCCC1)Cc1ccco1 | 1.3
CCN(CC)CCCNC(=O)c1ccc(OCC(=O)Nc2ccccc2C(F)(F)F)c(OC)c1 | 5.1
Cc1ccc(C(=O)NCC(=O)N2CCN(S(=O)(=O)c3cccs3)CC2)s1 | -4.8
CCS(=O)(=O)N1CCN(Cc2c[nH]c3ccccc23)CC1 | -12.4
Cc1cnc(NC(=O)c2ccc(OCC3CCCO3)cc2)s1 (centres undefined) | -23.2
COc1ccc(C2c3[nH]c4ccccc4c3CCN2CCCn2cccn2)c(C)c1C (centres undefined) | 12.9
O=C(Nc1ccc(Cl)cc1)Nc1ccccc1C(=O)O | -1.2
Cc1ccc2nc(Cl)c3cc(C(=O)NCCCN4CCCC4)sc3c2c1 | -8.7
Fc1ccc(NC(=S)Nc2cc(Cl)ccc2Cl)cc1 | -8.9
COC(=O)c1ccc(-n2c(C)cc(C(=O)CCl)c2C)cc1 | 14.9
COc1ccc(C(=O)NC2=NCCS2)cc1S(=O)(=O)N1CCCCC1C (centres undefined) | -29.1
CCOc1ccc(NC(=O)CN(C)CC(=O)Nc2ccc(F)c(F)c2F)cc1OCC | -9.6
CC(C(=O)N1CCCC1)N1CCN(c2ccccc2O)CC1 (centres undefined) | 24.4
COCCNCCCOc1ccc(Cl)cc1Br | -21.6
CCN(CCNC(=O)C1CCC(=O)N1Cc1ccc(C)cc1)c1ccccc1 (centres undefined) | -15.6
O=C(NCc1c(F)cccc1F)c1cc(COc2c(F)cccc2F)on1 | -21.2

Continued, overlapping the part above by 5 compounds.
SMILES | E-sel TNF inh
CCOc1ccc(NC(=O)CN(C)CC(=O)Nc2ccc(F)c(F)c2F)cc1OCC | -9.6
CC(C(=O)N1CCCC1)N1CCN(c2ccccc2O)CC1 (centres undefined) | 24.4
COCCNCCCOc1ccc(Cl)cc1Br | -21.6
CCN(CCNC(=O)C1CCC(=O)N1Cc1ccc(C)cc1)c1ccccc1 (centres undefined) | -15.6
O=C(NCc1c(F)cccc1F)c1cc(COc2c(F)cccc2F)on1 | -21.2
CCOC(=O)N1CCN(C(=O)CCn2c(=S)[nH]c3ccsc3c2=O)CC1 | 15.6
CCc1cccc2c(C(=S)N3CCCC3)c[nH]c12 | -0.2
CC(Nc1ccccc1)c1cccnc1 (centres undefined) | -38.5
CCc1ccc(NC(=O)Nc2c(C)n(C)n(-c3ccccc3)c2=O)cc1 | 27.7
O=C1CCC(C(=O)Nc2nnc(C3CC3)s2)=NN1 | -6.3
CCCn1cc2c(c1-c1ccc(C)cc1)c(=O)n(C)c(=O)n2C | -15.1
O=[N+]([O-])c1cccc(CNCc2ccccc2)c1 | -15.9
CN(c1ccc(C(=O)Nc2cccc([N+](=O)[O-])c2)cc1)S(C)(=O)=O | -17.3
CCCOc1ccc(N2C(=O)CC(SC(=N)N3N=C(c4ccccc4)CC3c3ccccc3)C2=O)cc1 (centres undefined) | -38.3
O=C(Cn1c(-c2ccccc2)c[n+]2ccsc12)c1ccc([N+](=O)[O-])cc1 | -27.3
O=C(Nc1nc(=O)[nH]s1)c1ccccc1 | -19.5
O=C(CNc1ccc(F)cc1)N/N=C1\CCCc2ccccc21 | 6.5
CC(=O)NC(Cc1cccc(F)c1)C(=O)NC1CCN(C(=O)c2cccc(C)c2)CC1 (centres undefined) | 8.9
CCOC(=O)C1=C(C)NC2=C(C(=O)OC2)C1c1ccccc1 (centres undefined) | 14.8
CCc1cc(C(=O)OC)c(NC(=O)CC2SC(=NC)N(C)C2=O)s1 (centres undefined) | -58.2
COc1ccc(/C=C/C(=O)Nc2cccc(S(=O)(=O)N3CCCC3)c2)cc1OC | 10.6
O=c1[nH]c(Cc2ccccc2Cl)nc2ccccc12 | -15.3
CC1(c2ccccc2)NC(=O)N(N)C1=O (centres undefined) | -6.7
COCCn1c(C)cc(C(=O)CSc2nc(C)c(C)c(C)n2)c1C | 12.4
CC(C)CCN(C(=S)NC(=O)C1CCCCC1)c1c(N)n(Cc2ccccc2)c(=O)[nH]c1=O | -40.0
Cc1cc(C)nc(NC(=O)c2c(Cl)cccc2Cl)n1 | -24.4
CC(=O)c1ccccc1OCCOCCOCCOc1ccccc1C(C)=O | -11.5
COc1cc(/C=C2/C(=N)N3C=CSC3=NC2=O)ccc1OCCOc1ccc(NC(C)=O)cc1 | -11.8
O=C(CN1C(=O)c2ccccc2C1=O)NCC(=O)OCC(=O)c1cccc([N+](=O)[O-])c1 | -11.0
Cc1[nH]c2ccccc2c1/C=N/NS(=O)(=O)c1ccccc1 | -8.4
COCC1CCCN(Cc2nc(C(c3ccccc3)c3ccccc3)no2)C1 (centres undefined) | 2.2
Cn1nnnc1SCC1=C(C(=O)O)N2C(=O)C(NC(=O)Cn3nc(C(F)F)cc3C3CC3)C2SC1 (centres undefined) | -3.9
Cc1cc(C(=O)OCC(=O)NCc2ccco2)c(C)o1 | -32.0
CSc1nnc(-c2sccc2-n2cccc2)o1 | -18.5
CCOC(=O)N1CCN(C(=O)c2ccc(Oc3ccc([N+](=O)[O-])cc3)cc2)CC1 | 61.9*

2 compounds drawn at random from the list so far:
SMILES | E-sel TNF inh
CCS(=O)(=O)N1CCN(Cc2c[nH]c3ccccc23)CC1 | -12.4
COc1cc(CC(=O)OCC(=O)N2CC(=O)Nc3ccccc32)cc(OC)c1OC | -30.9

(further entries)
SMILES | E-sel TNF inh
CC(C)(C)NC(=O)C(c1ccncc1)N(C(=O)Cn1nnc(-c2ccc(F)cc2)n1)c1ccccc1 (centres undefined) | 17.4
O=C(CSc1ncc(C(=O)O)n1-c1ccc(F)cc1)NCc1ccc2c(c1)OCO2 | -4.9
Cc1cc(C)c(C(=O)Nc2cccc(F)c2)c(Cl)n1 | -12.1
Cc1ccsc1/C=C1\SC(=S)N(CC2CCCO2)C1=O (centres undefined) | -27.2
